# Assay outcomes: PubChem BioAssay, Sanford-Burnham Center for Chemical Genomics
# A3G deaminase – APOBEC3G (human) deaminase inhibition; actives 0.28% (n = 330,000); AID 493012; recombinant A3G, ssDNA deamination FAM/TAMRA fluorescence; inhibition, % at 20 µM; Q9HC16;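 active = inhibition of at least 40% at 20 µM, with no more than 30% in the related APOBEC3A deaminase screen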;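 note: plate controls were DMSO wells with A3G for no effect and wells lacking A3G enzyme for full effect; some compounds called inactive have numbers as strong as hits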
# Target sequence (Q9HC16 whole entry, looked up): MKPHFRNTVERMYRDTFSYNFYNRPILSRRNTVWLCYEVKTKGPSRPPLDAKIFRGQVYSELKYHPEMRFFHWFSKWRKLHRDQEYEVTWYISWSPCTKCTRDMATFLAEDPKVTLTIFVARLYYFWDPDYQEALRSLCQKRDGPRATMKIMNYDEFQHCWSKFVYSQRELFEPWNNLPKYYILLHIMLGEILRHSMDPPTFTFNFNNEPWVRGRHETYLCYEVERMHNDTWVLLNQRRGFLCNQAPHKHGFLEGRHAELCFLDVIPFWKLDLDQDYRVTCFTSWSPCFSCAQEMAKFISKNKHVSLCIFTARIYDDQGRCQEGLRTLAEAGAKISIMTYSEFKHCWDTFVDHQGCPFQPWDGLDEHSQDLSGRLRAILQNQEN
# mIAP act – mouse IAP activation; muIAP, CDP-Star luminescence, 30 min; active compounds read high; 1 = vehicle-only enzyme signal, 0 = enzyme-free wells; activation factor at 10 µM; actives 0.24% (n = 330,000); AID 2805;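 active = activation factor of at least 2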; note: the source names both 10 and 20 µM as test concentration; values of inactives mirror those of a sister screen read the other way
#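 System: mouse IAP enzyme. Reagent: CDP-Star chemiluminescent phosphatase substrate. Benchmarks: DMSO wells, no-enzyme wells. Times: 30 min enzyme-substrate-compound incubation at room temperature. Detection: luminescence from enzymatic CDP-Star hydrolysis. Doses: test compounds delivered from DMSO solution.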
# NLRP3 yeast inh – blocks the NALP3 inflammasome reconstituted in yeast. AID 2825. Yeast reconstituted NLRP3/ASC/caspase-1, beta-gal luminescence, 24 h. inhibition, % at 10 µM. actives 0.39% (n = 330,000);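 active = inhibition of 50% or more; inactive = inhibition below 50%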;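 note: plate controls were induced DMSO wells for no effect and uninduced yeast grown without galactose for full effect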
# hIAP act – increases human intestinal alkaline phosphatase activity. purified human IAP, CDP-Star luminescence, 30 min; active compounds read high; 1 = vehicle-only enzyme, 0 = enzyme-free background. actives 0.16% (n = 330,000). P09923. activation factor at 10 µM;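 active = activation factor of the enzyme at least 2-fold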; note: the source names both 10 and 20 µM as test concentration; values of inactives mirror those of a sister screen read the other way
# Target sequence (P09923 whole entry, looked up): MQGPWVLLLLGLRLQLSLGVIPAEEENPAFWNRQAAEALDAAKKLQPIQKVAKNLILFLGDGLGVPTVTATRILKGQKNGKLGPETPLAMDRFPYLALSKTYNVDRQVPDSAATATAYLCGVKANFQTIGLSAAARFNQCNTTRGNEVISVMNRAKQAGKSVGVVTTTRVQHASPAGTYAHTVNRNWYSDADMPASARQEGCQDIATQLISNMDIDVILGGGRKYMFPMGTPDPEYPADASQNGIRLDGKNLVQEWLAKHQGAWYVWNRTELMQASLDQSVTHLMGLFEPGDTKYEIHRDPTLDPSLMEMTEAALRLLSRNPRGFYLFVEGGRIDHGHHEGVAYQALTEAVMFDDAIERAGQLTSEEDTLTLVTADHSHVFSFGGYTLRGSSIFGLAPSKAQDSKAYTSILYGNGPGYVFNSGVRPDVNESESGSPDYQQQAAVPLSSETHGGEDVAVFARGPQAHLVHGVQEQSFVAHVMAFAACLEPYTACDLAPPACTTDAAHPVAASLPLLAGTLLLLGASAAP
# mIAP block – mouse IAP inhibition | purified mouse IAP, CDP-Star luminescence, 30 min | inhibition, % at 10 µM | actives 0.2% (n = 330,000) | AID 2806;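 active = inhibition of at least 40% at 10 µM in the primary screen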;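 note: plate controls were DMSO with enzyme for no effect and no enzyme wells for full effect; values of inactives mirror those of a sister screen read the other way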
# beta cell repl – MIN6 beta-cell proliferation induction. MIN6 cells proliferation, ATPlite luminescence, 48 h; cells starved in 0.2% serum; 100% = growth in 10% serum. proliferation, % at 10 µM. actives 0.29% (n = 330,000). AID 2380;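 active = compounds whose signal lies at least 3.5 SD above the mean of all wells on their plate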;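 note: 0% = DMSO-treated cells in low-serum medium and 100% = 10% serum control; some compounds called inactive have numbers as strong as hits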
# A3A deaminase – blocks human APOBEC3A ssDNA deamination. inhibition, % at 20 µM. P31941. actives 0.41% (n = 330,000). recombinant A3A, FAM/TAMRA ssDNA deamination fluorescence;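 active = at least 40% inhibition at 20 µM here, with at most 30% in a related deaminase screen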;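 note: plate controls were A3A with DMSO for no effect and wells lacking A3A enzyme for full effect; some results filed as inactive read as strong as hits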
# Target sequence (P31941 whole entry, looked up): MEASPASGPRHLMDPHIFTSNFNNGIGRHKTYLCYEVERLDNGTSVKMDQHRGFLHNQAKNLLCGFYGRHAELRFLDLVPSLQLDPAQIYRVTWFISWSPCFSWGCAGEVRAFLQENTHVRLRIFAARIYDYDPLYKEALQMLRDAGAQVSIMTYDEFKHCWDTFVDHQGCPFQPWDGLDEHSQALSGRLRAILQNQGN
# SENP1 FRET inh – blocks the human SENP1 SUMO protease catalytic domain; inhibition, % at 10 µM; AID 624204; actives 0.21% (n = 360,000); recombinant SENP1 catalytic domain, CyPet-SUMO1-YPet FRET cleavage;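 active = inhibition at least 30% at 10 µM, raw YFP signal under a set limit, fluorescence ratio 0.5 to 1.5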;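 note: 0% = enzyme with DMSO and 100% = no enzyme wells; some results filed as inactive read as strong as hits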
#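 Controls: no-enzyme wells low, DMSO-plus-enzyme wells high control. Test system: human recombinant His6-tagged SENP1 catalytic domain enzyme. Reagent: SFCypet-SUMO1-SFYpet FRET protein substrate, 25 nM final. Doses: one dose per compound, 10 µM, 0.5% DMSO. Detection: FRET, CFP and YFP emission. Timing: 50 min reaction at room temperature.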
# hIAP inh – blocks human intestinal alkaline phosphatase | AID 2544 | purified IAP, CDP-Star luminescence, 30 min | inhibition, % at 10 µM | actives 0.12% (n = 330,000);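 active = inhibition reaching a set limit with compound at 10 µM in the primary screen, cut at about 35% in these data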;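 note: plate controls were DMSO wells with enzyme for no effect and no-enzyme buffer wells for full effect; values of inactives mirror those of a sister screen read the other way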
# Numbers without * were called inactive; . = not tested or not shown. Some of the compounds tested. The share of hits here may be higher or lower than overall.
SMILES,A3G deaminase,mIAP act,NLRP3 yeast inh,hIAP act,mIAP block,beta cell repl,A3A deaminase,SENP1 FRET inh,hIAP inh
CCOCCCNC(=O)c1ccc(-n2c(=S)[nH]c3ccccc3c2=O)cc1,-1,1.1,-3,0.94,-8,-1,0,0,6
O=[N+]([O-])c1ccccc1S(=O)(=O)NCc1cccnc1,-3,0.99,11,1.1,1,1,0,2,-6
COc1ccc(NS(=O)(=O)c2cc(NC(=O)c3ccncc3)ccc2N2CCOCC2)cc1,-2,0.96,14,0.93,4,0,6,2,7
O=C(Nc1ccc2oc(=O)ccc2c1)c1cccnc1,-3,0.97,8,0.91,2,-1,-2,1,9
CCCCC(=O)Nc1nnc(C2=COCCO2)o1,-3,0.94,12,1,6,5,0,1,-1
O=C1c2ccccc2NC(c2cccc(Cl)c2)N1N=C1CCCCCC1 (stereo not given),-3,0.98,25,1,2,0,0,2,-2
O=C(NC1CC1)C1=NOC(CNc2ncc(C(F)(F)F)cc2Cl)C1 (stereo not given),-7,1,4,0.82,-2,-2,-5,-1,18
CCOC(=O)Oc1c(OC)cc(C(=O)O[C@@H]2C[C@@H]3CN4CCc5c([nH]c6cc(OC)ccc56)[C@H]4C[C@@H]3[C@H](C(=O)OC)[C@H]2OC)cc1OC,-5,0.91,20,0.96,9,-8,-2,-47,4
COCc1ccc(-c2c(-c3ccsc3)oc(=O)c3cc(OC)c(OC)cc23)cc1,-2,1,-14,1,-4,-5,1,3,-4
O=C(CS(=O)(=O)Cc1ccccc1)Nc1ccccc1Cl,2,0.96,20,1,4,-3,1,0,-1
C#CCOCCOCCOCCNc1nc(N2CCN(C(=O)[C@H](CCCCN)n3cc([C@@H](N)CC(N)=O)nn3)CC2)nc(N2CCN(C(=O)[C@H](CCCCN)n3cc([C@@H](N)CC(N)=O)nn3)CC2)n1,-6,0.97,-1,1.1,3,-4,0,2,-12
O=C(Nc1ccc2[nH]ncc2c1)c1ccc(F)cc1,-2,1,8,1,-1,-4,-5,0,-4
NC(=O)c1ccc(NC(=O)CSc2nncn2-c2ccccc2)cc1,-10,1,20,0.93,-2,-1,19,-2,7
COc1ccccc1N1CCN(C(=O)CCc2c[nH]c3ccccc23)CC1,-6,0.93,6,0.91,7,-3,-3,-1,9
COc1ccccc1N(C(=O)c1snc(C(N)=O)c1N)C(C(=O)NC1CCCCC1)c1cccc(OC)c1OC (stereo not given),-5,1,29,0.97,-1,25*,-1,-37,2
COCCNC(=O)c1ccccc1NC(=O)COc1ccccc1,-5,0.99,12,0.98,1,1,-1,1,2
CC(C)N1CCC(N2CCN(Cc3ccc4nsnc4c3)CC2CCO)CC1 (stereo not given),-9,0.95,4,1,5,-4,-1,-1,-3
O=C(CSCCS(=O)(=O)c1ccc(Cl)cc1)Nc1ccccc1,-5,1,8,1.2,-3,-2,-2,0,-16
c1csc(-c2nnc(NC3CCCCC3)c3ccccc23)c1,1,0.99,21,0.96,1,-4,-1,-2,4
Nc1cccc(-c2nc3cc(S(=O)(=O)c4ccc5oc(-c6cccc(N)c6)nc5c4)ccc3o2)c1,-5,1,18,1.1,-2,-5,-2,-13,-8
Cc1ccc(C)c(N2CCN(C(=O)C3CCN(S(=O)(=O)c4c(C)noc4C)CC3)CC2)c1,-3,1.2,2,1.1,-18,-1,0,1,-9
CN(CC(=O)Nc1ccc(F)cc1)C(=O)Cn1nnc(-c2ccccc2)n1,2,1.1,22,1.2,-14,-3,-3,3,-16
CC1CCCCC1NC(=O)NC(=O)CCl (stereo not given),-4,1,-33,1.4,-1,-6,-1,0,-36
Clc1ccccc1N1CCN(Cc2c[nH]c3ccccc23)CC1,-2,0.92,23,1,8,-3,-1,0,0
CCCCCCC(NC(=O)Cc1ccc2ccccc2c1)C(=O)O (stereo not given),0,1.2,.,.,-8,.,1,1,.

# One compound at a time, as listed above. Screens in order: A3G deaminase	mIAP act	NLRP3 yeast inh	hIAP act	mIAP block	beta cell repl	A3A deaminase	SENP1 FRET inh	hIAP inh
# O=C(CS(=O)(=O)Cc1ccccc1)Nc1ccccc1Cl is entered as 2	0.96	20	1	4	-3	1	0	-1
# O=[N+]([O-])c1ccccc1S(=O)(=O)NCc1cccnc1 is entered as -3	0.99	11	1.1	1	1	0	2	-6

# More structures
SMILES,A3G deaminase,mIAP act,NLRP3 yeast inh,hIAP act,mIAP block,beta cell repl,A3A deaminase,SENP1 FRET inh,hIAP inh
O=C(CSc1ccc(Cl)cc1)Nc1cccc(-c2nc3ccccc3[nH]2)c1,2,1,6,0.9,-4,-1,2,2,10
Cc1cc(C)n(C)c(=O)c1C#N,-7,0.99,1,1.1,1,-2,-5,2,-7
C=CCN1C(=O)C(Cc2cccc(Cl)c2)S/C1=N/N=C/c1ccco1 (stereo not given),-6,0.97,-13,1,3,-5,0,1,0
COC(=O)c1cc(C(=O)OC)cc(N2C(=O)CC(NNC(=O)c3ccccc3Br)C2=O)c1 (stereo not given),2,0.93,-2,0.98,7,1,2,4,2
O=C(CN1CCC(n2nnc3cc(F)ccc32)CC1)NC1CCCCC1,-1,0.88,15,0.93,12,-2,8,0,7
CCOC(=O)c1oc2ccccc2c1NC(=O)C1CCCCC1,-4,1,1,0.98,-2,-1,-1,1,2
Cc1nnc(SCC(=O)NNC(=O)c2ccccc2)n1Cc1ccccc1,-1,0.99,-6,1.2,1,2,2,0,-24
N/C(COc1ccc(Cl)cc1Cl)=N\O,-1,1.1,9,1.1,-10,-1,0,0,-6
COc1ccc(C(=O)c2oc3ccc(Br)cc3c2NC(C)=O)cc1,-4,0.99,6,0.84,1,6,-4,0,16
COc1cc(NC(=O)c2ccccc2Cl)c2ncccc2c1,-5,1,36,1.2,0,-1,6,1,-16
CCOc1ccc2nc(NC(=O)CN3C(=O)NC4(CCCC4)C3=O)sc2c1,-8,1,11,1.2,-5,-2,2,0,-20
O=c1[nH][nH]c(-c2ccccc2)c1C=Nc1ccc(Cl)cc1,-5,0.95,21,0.95,4,0,-2,1,5
COc1ccc2oc(C)c(NC(C)=O)c2c1,-5,1,6,0.94,-4,0,-1,0,6
Cc1ccc(C(=O)Nc2cc3c(cc2N2CCCCC2)n(C)c(=O)n3C)cc1,-3,1,9,0.92,-4,-4,-6,2,8
CCNC(=O)c1sc(-c2ccccc2)nc1C,-6,0.98,6,0.92,2,-3,0,1,8
O=C(NC(=S)NN1CCCCC1c1cccnc1)c1ccc(Cl)cc1Cl (stereo not given),-5,1,10,1,-1,0,-1,2,-3
CC(C)(C)N1C(=O)c2ccc(C(=O)Nc3ccc(-c4nc5ccccc5[nH]4)cc3)cc2C1=O,-8,1,10,0.97,-1,0,-1,10,3
CCN(CC)CCN1C(=O)C(=O)/C(=C(/O)c2c(C)[nH]c(C(=O)OC)c2C)C1c1ccc(C)o1 (stereo not given),-3,0.98,21,0.88,2,2,-2,-7,12
CCNC(=S)N1CCN(S(=O)(=O)c2ccccc2C(F)(F)F)CC1,-2,0.97,5,0.99,3,-2,-1,1,1
CCc1cc2cc(OC)ccc2nc1SCC(=O)NNC(=O)c1ccco1,-8,0.83,30,1.3,17,-1,-7,0,-30
Cc1ccc(S(=O)(=O)N[C@H](C(=O)Oc2ccc3c(C(F)(F)F)cc(=O)oc3c2)c2ccccc2)cc1,-4,1.1,-11,1.1,-7,-1,0,-20,-7
O=C1CC(c2ccccc2)n2nc(NC(=O)c3ccccc3)nc2N1 (stereo not given),-6,0.97,-7,0.96,3,-3,-4,1,4
CCOc1ccc(C(=O)NC(=S)NC2CCCC2)cc1[N+](=O)[O-],-4,0.94,-6,0.91,6,-6,2,-1,9
O=C(Cn1ncc2c(=O)oc3ccccc3c21)NCCc1ccsc1,0,0.94,6,0.91,6,1,-5,1,9
CCOC(=O)C1CCCN(c2nc3ccccc3nc2C(C#N)C(=O)NCc2ccccc2)C1 (stereo not given),-3,0.85,17,1.2,15,-4,3,-19,-17

# Carrying on:
SMILES,A3G deaminase,mIAP act,NLRP3 yeast inh,hIAP act,mIAP block,beta cell repl,A3A deaminase,SENP1 FRET inh,hIAP inh
CCOC(=O)c1c(NC(=O)C2=COCCO2)sc2c1CCN(C(=O)OC)C2,-10,0.88,28,0.92,12,-7,-3,-1,8
CCCCn1c(SCC(=O)c2ccc(OC)cc2OC)nc2cc(S(N)(=O)=O)ccc21,10,0.98,11,0.99,2,-2,3,-3,1
Cc1noc(C)c1S(=O)(=O)N(CC(=O)N1CCCC1)c1ccc(C(C)C)cc1,0,0.99,9,0.91,1,2,3,1,9
Cc1cc(NC(=O)COC(=O)COc2ccc(C(=O)c3ccccc3)cc2)no1,-3,1,13,1,0,2,2,2,-2
CCOc1ccc(S(=O)(=O)Nc2ccccc2C(=O)NCC2CCCO2)cc1 (stereo not given),-1,0.94,13,0.72,6,2,1,3,28
CCn1cc(Cl)c(C(=O)Nc2cccc(C(F)(F)F)c2)n1,-6,0.97,22,1,3,-4,-2,1,-3
CCOC(=O)c1ccc(Oc2cn[nH]c2-c2ccc(O)cc2O)cc1,-9,1,3,1.6,-1,-4,-2,2,-62
O=C(/C=C/c1ccco1)NC(=S)Nc1ccccc1N1CCCC1,-8,0.89,7,1,11,-3,-3,-92,-2
Cc1ccc(C(=O)NCc2ccccn2)cc1NC1=NC2CS(=O)(=O)CC2S1 (stereo not given),-9,1,-2,0.87,0,-3,-10,-2,13
O=C(CN1CCN(c2ccc(F)cc2)CC1)N1CCC(Cc2ccccc2)CC1,-4,0.98,16,0.96,2,-4,-1,-1,4
Cc1ccc(NC2c3ccccc3C(=O)N2CCN2CCOCC2)cc1 (stereo not given),-1,0.98,18,1,2,2,-1,-1,-2
O=C(Oc1ccc2c(c1)C(=O)c1ccccc1CO2)c1ccccc1,-6,0.95,9,1,5,1,-1,1,-3
CC(=O)c1c(C)[nH]c(C(=O)OCC(=O)Nc2cc(C(F)(F)F)ccc2N2CCOCC2)c1C,1,0.97,8,0.96,2,4,3,1,4
CCN(CC)CCNC(=O)c1ccc(NC(=O)Nc2cccc3ccccc23)cc1,-8,3.1*,21,1.5,-214,-3,-1,1,-54
COc1cc(-c2nnc(-c3cccs3)o2)cc(OC)c1OC,-5,1,36,1.1,-4,-2,-6,0,-9
COc1ccc(Cc2noc(CN(C)CCN3CCc4ccccc4C3)n2)cc1OC,-6,0.95,-8,0.96,5,0,-6,-6,4
Cc1ccc(S(=O)(=O)N2CCN=C2SCc2c(F)cccc2Cl)cc1,-2,1,22,1,-3,-5,5,2,-3
COc1ccccc1N(CC(=O)Nc1ccc2c(c1)OCCO2)S(C)(=O)=O,-7,0.98,15,0.95,2,-1,-5,2,5
COc1ccc2sc(N(CCN(C)C)C(=O)c3cc(Cl)sc3Cl)nc2c1,-6,0.89,8,1.1,11,2,1,1,-7
CCCOc1ccc(C(=O)OCC(=O)c2c(N)n(C)c(=O)n(C)c2=O)cc1OC,-4,0.9,11,0.89,10,-3,2,-3,11
CC(=O)c1oc2ccccc2c1NC(=O)COC(=O)c1ccc(-n2nc(C)cc2C)cc1,-3,0.87,4,1.3,13,0,1,-3,-30
COc1cc(OC)c(NC(=O)CC(C)=O)cc1Cl,-8,1,-8,0.98,-2,-5,-2,3,2
